PvdQ inh: P. aeruginosa PvdQ acylase inhibitors, primary screen, biochemical, fluorescence, plate reader and imaging, single point; PvdQ acylase [Pseudomonas aeruginosa LESB58]; purified PvdQ acylase; inhibition, % at 10 µM; actives 0.063% (n = 340,000); AID 488965, 2010; in the data active = inhibition above about 30%, passing the limit was not always enough; inconclusive = no clear call, values can overlap the other calls;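 also: 0% = vehicle neutral wells and 100% = reference inhibitor wells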
Cardiac RTF inh: cardiac RTF calcium sensitivity inhibitors, primary screen, biochemical, IANBD-TnC fluorescence, EC70 calcium | inhibition, % at 7.15 µM | IANBD-labeled cardiac RTF, Ca2+ fluorescence | AID 493244, 2011 | actives 0.12% (n = 340,000) | Troponin I, cardiac muscle (Homo sapiens) + Troponin T, cardiac muscle (Homo sapiens) + …;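 active = inhibition above the mean inhibition of all tested compounds plus 3 SD, cut at about 17% in these data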;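 also: assay run at fixed EC70 calcium of 1.6 mM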
DAGLB inh: DAGLB lipase inhibitors, primary screen, biochemical, fluorescence, HTS; Diacylglycerol lipase-beta (Homo sapiens), Q8NCG7; HEK293T DAGLB membrane lysate, EnzChek fluorogenic substrate; inhibition, % at 5.17 µM; AID 504411, 2011; actives 0.059% (n = 340,000); in the data active = inhibition above about 34%;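 also: 0% = enzyme with vehicle and 100% = wells lacking enzyme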
Target sequence (Q8NCG7 whole entry, looked up): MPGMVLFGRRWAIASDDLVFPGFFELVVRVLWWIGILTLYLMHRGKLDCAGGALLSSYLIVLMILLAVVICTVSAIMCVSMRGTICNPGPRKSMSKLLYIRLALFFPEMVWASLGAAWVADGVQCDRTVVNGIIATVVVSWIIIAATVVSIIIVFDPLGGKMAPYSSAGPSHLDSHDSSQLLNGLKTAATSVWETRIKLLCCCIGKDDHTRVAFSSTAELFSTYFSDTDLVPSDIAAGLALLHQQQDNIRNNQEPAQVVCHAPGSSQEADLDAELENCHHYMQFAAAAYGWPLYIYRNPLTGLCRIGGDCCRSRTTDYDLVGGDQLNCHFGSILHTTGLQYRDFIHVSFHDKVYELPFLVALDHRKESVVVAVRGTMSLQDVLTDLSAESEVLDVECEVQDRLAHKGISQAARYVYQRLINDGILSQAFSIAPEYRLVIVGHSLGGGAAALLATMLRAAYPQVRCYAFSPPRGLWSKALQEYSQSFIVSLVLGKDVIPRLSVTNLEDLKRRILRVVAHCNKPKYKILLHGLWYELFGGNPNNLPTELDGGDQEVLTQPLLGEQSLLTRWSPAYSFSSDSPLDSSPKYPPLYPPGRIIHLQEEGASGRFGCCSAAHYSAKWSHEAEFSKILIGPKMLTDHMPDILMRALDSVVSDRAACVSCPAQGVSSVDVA
Arr AP2 block: inhibitors of beta-arrestin/AP2 binding, primary screen, biochemical, GPCR trafficking, flow cytometry. beta-arrestin 1 C-terminal peptide binding to AP2 beta2-adaptin appendage (human). FITC-arrestin peptide / GST-AP2 beads; AP2 beta2 appendage carries R879A mutation. inhibition, % at 10 µM. actives 0.31% (n = 340,000). AID 504490, 2011;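 active = inhibition above a set limit, near 3 SD of compounds lacking own fluorescence, cut at about 54% in these data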;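 also: plate controls were DMSO wells for no effect and 5 µM unlabelled arrestin peptide for full effect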
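test system = AP2 appendage R879A on GSH beads | buffer or medium = PBS plus Tween 20 (0.05%) and BSA (0.1%) | incubation = 12 min plus 1 h, RT | detection = bead flow cytometry, FITC channel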
SR-BI DiI inh: inhibitors of SR-BI mediated HDL lipid uptake, primary screen, ldlA[mSR-BI] cells, fluorescence, single point; inhibition, % at 12.5 µM; Scavenger receptor class B member 1 (Mus musculus), Q61009; ldlA[mSR-BI] CHO cells, DiI-HDL uptake fluorescence, 3 h; actives 0.96% (n = 320,000);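 active = mean replicate inhibition of at least 70% and a set share of replicates each scoring 70 or more; inconclusive = meets just one of the two criteria; inactive = fails both criteria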;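 also: 0% = median of neutral control wells and 100% = median of positive control wells; values of inactives mirror those of a sister screen read the other way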
SR-BI DiI-HDL act: activators of SR-BI mediated DiI-HDL uptake, primary screen, ldlA[mSR-BI] CHO cells, DiI fluorescence. AID 504775, 2011. actives 0.096% (n = 320,000). activation, % at 12.5 µM. 3 h; 100 = double the neutral-control signal;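 active = mean replicate activation of at least 60% and every replicate at or above 60%; inconclusive = mean or all-replicate condition met, but not both; inactive = mean below 60% and not all replicates reaching 60%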;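 also: 0% = median plate neutral-control signal and 100% = twice that signal; values of inactives mirror those of a sister screen read the other way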
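Test system: SR-BI-overexpressing, LDLR-lacking CHO cells; Medium: Ham's F12 with 0.5% BSA, HEPES 25 mM, pH 7.4; Schedule: 3 h, 37 °C; Technique: bottom-read fluorescence, 550/595 nm.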
NSD2 HMT inh: NSD2 histone methyltransferase inhibitors, primary screen, biochemical, AlphaScreen, single concentration, set 2; Histone-lysine N-methyltransferase NSD2 (Homo sapiens), O96028; NSD2 peptide methylation, 120 min; inhibition, % at 12.5 µM; actives 0.54% (n = 310,000); AID 743445, 2014; in the data active = inhibition above about 50%
C-LANA FP: inhibitors of KSHV C-LANA binding to DNA, primary screen, biochemical, fluorescence polarization, FAM-LBS DNA, MBP-C-LANA, single point. inhibition, % at 9 µM. actives 0.078% (n = 340,000). AID 504423, 2011;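 active = highest replicate inhibition at or above 60% at 9 µM, even if other replicates fall short; inactive = all replicates below 60% inhibition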;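 also: 0% = neutral control wells and 100% = 4 µM acridine orange control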
Keap1 Nrf2 FP: Keap1-Nrf2 protein-protein interaction inhibitors, primary screen, biochemical, fluorescence polarization, single point; Kelch-like ECH-associated protein 1 (Homo sapiens), Q14145; Keap1 Kelch-Nrf2 peptide fluorescence polarization, 1536-well; inhibition, % at 9.4 µM; actives 0.15% (n = 340,000); AID 504523, 2011; in the data active = inhibition above about 12%; inconclusive = no clear call, values can overlap the other calls; inactive = below about 7.3%;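 also: human Keap1 Kelch domain with fluorescein labeled Nrf2 9mer peptide probe; 0% = neutral control wells and 100% = peptide positive control; higher means more block of Keap1 binding to Nrf2 peptide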
PKA-R2B act: activators of PKA-R2B holoenzyme, primary screen, biochemical, fluorescence polarization, Cy5-IP20, human; actives 0.079% (n = 340,000); cAMP-dependent protein kinase catalytic subunit beta (Homo sapiens) + cAMP-dependent …; PKA-R2B holoenzyme dissociation; R2B truncated from residue 108, S112A mutant; 0% DMSO only, 100% 113 µM cGMP; activation, % at 11.4 µM;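 active = activation above a cutoff set at the mean over all compounds plus 3 SD, cut at about 18% in these data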;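 also: higher means more holoenzyme dissociation and a rise in polarization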
Target sequence (P31323 whole entry, looked up, other chains not shown, the tested form may be a part): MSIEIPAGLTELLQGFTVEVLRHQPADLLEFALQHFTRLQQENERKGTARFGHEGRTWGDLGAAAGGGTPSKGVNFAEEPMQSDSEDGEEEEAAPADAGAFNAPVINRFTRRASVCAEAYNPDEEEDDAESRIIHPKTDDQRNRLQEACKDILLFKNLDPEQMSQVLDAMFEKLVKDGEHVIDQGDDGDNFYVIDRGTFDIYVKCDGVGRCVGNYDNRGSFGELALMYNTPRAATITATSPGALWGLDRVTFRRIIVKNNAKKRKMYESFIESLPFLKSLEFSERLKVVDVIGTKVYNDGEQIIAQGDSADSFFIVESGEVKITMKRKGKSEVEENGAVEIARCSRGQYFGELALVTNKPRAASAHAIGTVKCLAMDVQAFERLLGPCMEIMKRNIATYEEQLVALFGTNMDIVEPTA
Numbers without * were called inactive; ? = inconclusive; / = not tested or not shown. Hits appear at their usual frequency; 2.1% or so of the library scored in one or more.

PvdQ inh	Cardiac RTF inh	DAGLB inh	Arr AP2 block	SR-BI DiI inh	SR-BI DiI-HDL act	NSD2 HMT inh	C-LANA FP	Keap1 Nrf2 FP	PKA-R2B act	structure
-8	5	-1	0	1	-1	20	-0.3	-2	4	Cn1ccnc1C(OC(=O)c1ccc(Cl)cc1)C(F)(F)F (centres undefined)
-16	-5	-3	-4	-8	8	0	2.2	-7	-2	Cc1ccc2nc(CSc3nnc(-c4ccco4)o3)cc(=O)n2c1
-13	-4	-2	-7	6	-6	/	-1.1	0	0	COc1cc(-c2noc(C)c2C(=O)NCCc2cccs2)cc(OC)c1OC
-13	6	0	-2	3	-3	-10	-0.2	-2	9	C=CCOc1c(Br)cc(C2C3=C(CCCC3=O)N(C)C3=C2C(=O)CCC3)cc1OCC
-3	-5	1	20	-3	3	0	-0.7	-1	-3	COc1ccc(C(CNC(=O)c2ccc(N3CCCC3=O)cc2)N2CCCC2)cc1 (centres undefined)
16	11	-3	18	2	-2	-1	0.7	3	-6	O=C(COc1ccc(F)cc1)N1CCC(c2ccccc2)C1 (centres undefined)
-5	-10	6	16	2	-2	2	-1.4	-1	-2	CC(C)(C)c1ccc(C(=O)c2c[nH]c(C(=O)NCCCN3CCOCC3)c2)cc1
-16	-17	1	9	0	0	-1	2.3	-2	-2	Cc1nnc(NC(=O)CSc2ccc(-c3ccc(Cl)cc3)nn2)s1
-2	-2	0	20	3	-3	-2	-1.3	-7	-7	CC(C)NS(=O)(=O)c1ccc(CCC(=O)N2CCCC2)cc1
1	1	-2	-1	-33	33	1	-0.2	-1	7	Cc1cc(C(=O)N2CCC(C(N)=O)CC2)c(C)o1

2 consecutive records already listed, quoted:
PvdQ inh	Cardiac RTF inh	DAGLB inh	Arr AP2 block	SR-BI DiI inh	SR-BI DiI-HDL act	NSD2 HMT inh	C-LANA FP	Keap1 Nrf2 FP	PKA-R2B act	structure
-5	-10	6	16	2	-2	2	-1.4	-1	-2	CC(C)(C)c1ccc(C(=O)c2c[nH]c(C(=O)NCCCN3CCOCC3)c2)cc1
-16	-17	1	9	0	0	-1	2.3	-2	-2	Cc1nnc(NC(=O)CSc2ccc(-c3ccc(Cl)cc3)nn2)s1

(cont.)
PvdQ inh	Cardiac RTF inh	DAGLB inh	Arr AP2 block	SR-BI DiI inh	SR-BI DiI-HDL act	NSD2 HMT inh	C-LANA FP	Keap1 Nrf2 FP	PKA-R2B act	structure
-12	-8	14	-6	24	-24	5	1.4	1	-7	CCOc1ccc(Nc2ccc(N3C(=O)CCC3=O)cc2[N+](=O)[O-])cc1
5	-5	-7	-3	-6	6	5	-1.1	4	-4	Cc1cccc(NC(=O)CN2C(=O)S/C(=C\C(=O)Nc3ccc(Cl)cc3)C2=O)c1
-2	-18	0	-1	-8	8	-2	0.3	-2	-11	CC(OC(=O)c1ccccc1C(=O)O)c1ccccc1 (centres undefined)
-10	-3	-1	2	15	-15	-4	5.5	-9	-7	COc1ccc(CCNC(=O)c2nonc2N)cc1OC
-4	0	5	1	9	-9	-2	0.1	2	8	O=C1CCCN1CC(=O)N1CCCC(Nc2cccc(F)c2)C1 (centres undefined)
-13	-1	-1	8	-11	11	-1	-1.4	-4	0	CCOCCCNC(=O)C1c2ccccc2Oc2ccccc21
11	-6	2	6	0	0	0	0.1	-9	-2	CC(C)C(=O)Nc1ccc2c(c1)nc1n2CCSC1
-12	-10	-3	3	4	-4	3	-0.1	-4	-2	COc1ccc(CCN(C)CC(O)COc2ccc(C(C)=O)cc2OC)cc1OC (centres undefined)
-13	3	-4	-2	23	-23	0	0.6	-6	-7	COC(=O)c1ccccc1NC(=S)NC(=O)c1cccc2ccccc12
-16	4	2	6	11	-11	3	-1.3	-3	4	COc1ccc(/C=C/C(=O)c2cccc(-n3cnnn3)c2)cc1O
-2	-1	-14	-3	0	0	14	-0.9	-8	2	O=C(/C=C/c1ccccc1)c1ccc2c(c1)OCCCCO2
1	4	2	9	-24	24	0	-0.6	-3	-6	CCC(Oc1ccc2ccccc2c1)C(=O)O (centres undefined)
8	-9	-5	-3	26	-26	0	-0.6	-1	-5	O=C(CNc1cccc(S(=O)(=O)N2CCCCCC2)c1)Nc1cccc([N+](=O)[O-])c1
-29	6	2	8	-15	15	-3	-0.9	-4	0	C/C(=N\NC(=O)Cc1ccc(F)cc1)c1ccc(F)cc1
-3	-15	0	4	/	/	-1	0.7	6	4	O=C(NCc1cccnc1)c1ccccc1CCc1ccccc1
-12	-1	0	7	3	-3	3	-2.2	-6	1	Cc1cc(NC(=O)CSc2nnc(-c3ccco3)n2Cc2ccco2)no1
-8	0	1	-2	-18	18	-2	-0.9	0	-3	O=C(NCc1ccncc1)C1CCCN(S(=O)(=O)c2ccc(Br)cc2)C1 (centres undefined)
0	-3	3	4	-26	26	2	0.4	2	-3	COc1ccc(Cl)cc1N1C(=NC(=O)C2CCCCC2)SC2CS(=O)(=O)CC21 (centres undefined)
3	8	2	44	-16	16	-1	0.8	-4	0	O=C(NNS(=O)(=O)c1ccc(Br)cc1)NC1CCCCC1
-6	-15	1	8	-5	5	-2	-0.9	-9	1	O=C(NCc1ccccn1)C(=O)N/N=C/c1ccc2c(c1)OCO2
-12	-7	-3	2	18	-18	-1	-0.1	-1	-2	O=C(NCCC1=CCCCC1)C1CCN(c2nc3ccccc3o2)CC1
1	-6	1	24	-18	18	2	-2.1	-5	-1	Cc1ccc(/C=N/NC(=O)c2nnn(-c3nonc3N)c2CN(C)C)s1
-11	-9	-1	3	-29	29	-2	-0.6	0	6	Cc1cccc(OCc2nc3c4c(ncn3n2)-c2ccccc2CC42CCCC2)c1
-6	-8	1	-5	4	-4	2	-1.4	4	6	CCOc1ccc(N2CC(C(=O)NCc3ccc(F)cc3)CC2=O)cc1 (centres undefined)
-10	-5	-2	10	-13	13	34	-1.5	0	5	CC12CCC(C(=O)N(CCCN3CCN(Cc4ccccc4)CC3)C1=O)C2(C)C (centres undefined)
-17	-10	-7	6	19	-19	-4	-3.6	2	-3	COc1ccc2nc(Cl)cc(Cl)c2c1
-1	1	-2	-1	-6	6	0	-0.3	-16	-9	CN(C)c1ccc(C=C(c2nnnn2-c2ccccc2)c2nnnn2-c2ccccc2)cc1
-14	-2	-4	-9	-9	9	-1	-0.2	-1	-18	Cc1ccc(CO/N=C/C2=C(Cl)c3ccccc3CC2)cc1
6	-1	-3	33	-21	21	3	0.8	-3	-14	Cc1cc(C)c(-n2[nH]nnc2=S)c(C)c1
-13	-1	-2	0	-6	6	-4	-0.2	-2	-2	Cc1ccc(CNC(=O)C2CCC(=O)N(CCCN3CCOCC3)C2)cc1 (centres undefined)
0	/	/	4	?	-71	-5	2.1	0	/	CCOc1cc(/C=N/NC(=O)c2ccc(-c3csc(Nc4ccc(C)cc4)n3)cc2)ccc1OCC(=O)O
-8	7	-4	12	-13	13	-1	-0.2	-4	-3	CCCOC(=O)/C(C)=N\NC(=O)c1ccco1
3	3	0	12	-21	21	1	/	-3	0	CCOc1ccc(S(=O)(=O)n2ccc(C)n2)cc1
-8	-4	2	-7	17	-17	-1	1.2	-3	2	Cc1cc(C)c(S(=O)(=O)n2cnc3ccccc32)c(C)c1
3	-5	-3	15	-19	19	-6	0.2	0	-4	COc1ccccc1CNC(=O)Cn1cnc2ccccc2c1=O
-5	-23	0	21	-2	2	-2	0.9	4	11	O=C(CSCc1ccc(F)cc1)N1CCOCC1
-6	-6	-2	15	-16	16	-5	-1.7	0	-8	CCOC(=O)c1ccc(NS(=O)(=O)c2ccc(-c3coc(C)n3)cc2)cc1
-6	13	2	-30	16	-16	-1	0.7	-2	-3	Cc1ccc(NC(=O)c2ccc3c(c2)C(=O)N(Cc2cccnc2)C3=O)c(C)c1
-15	-6	0	-10	-4	4	-4	0.9	-2	2	O=C(CCC1COc2ccccc2O1)Nc1cccnc1 (centres undefined)
-1	-16	0	-18	11	-11	-4	-0.1	-2	-1	CC1(C)Cc2c(C#N)c(NCc3ccco3)nc(-c3ccco3)c2CO1
4	-1	3	11	40	-40	21	-2.4	-5	-7	Cc1c(C)n(Cc2ccc(Cl)cc2)c2ccc(C(=O)NCCN3CCOCC3)cc12
0	-15	-4	16	-4	4	-4	-0.2	-2	-4	CC(C)N(Cc1ccccc1)C(=S)NC1CCCCC1
-20	2	-14	-8	49	-49	-1	13	-2	-6	Cc1onc(-c2ccc(Cl)cc2Cl)c1-c1csc(N/N=C/c2ccccc2Cl)n1
-3	1	-5	0	-1	1	1	-1.0	5	-16	Cc1nc(SCc2ccccc2F)c2oc3ccccc3c2n1
-14	-15	-2	-7	11	-11	/	-2.7	-1	5	O=C(COC(=O)c1ccccc1F)c1ccc(-n2nncc2-c2ccco2)cc1
-5	1	-1	19	-20	20	0	1.2	-3	12	COc1ccc(NC(=O)C2CC(=O)n3cnnc3S2)cc1 (centres undefined)
-15	-16	-1	-13	17	-17	/	0.1	1	3	COc1ccc(-c2nn3c(=O)c(C)nnc3s2)cc1
-1	-1	-2	-23	-14	14	0	0.7	5	-6	CC(O)c1nc2ccccc2n1C(C)c1ccccc1 (centres undefined)
-13	-12	-1	3	5	-5	0	0.0	0	-6	O=C(COC(=O)CCN1C(=O)c2ccccc2C1=O)Nc1ccccc1[N+](=O)[O-]
-7	-3	1	-4	8	-8	-1	-1.9	-3	2	O=C(CN1C(=O)CSc2ccc(S(=O)(=O)N3CCCCC3)cc21)NCc1ccccc1
-4	-3	1	-12	5	-5	1	-0.9	0	-7	COCCn1c(SCC(=O)N2CC(C)OC(C)C2)nc2c([nH]c3ccccc32)c1=O (centres undefined)
2	0	0	-21	9	-9	-1	-2.0	1	-10	O=C(Nc1ccc2c(c1)CCC2)c1ccccc1Br

Bioassay records deposited in PubChem by several laboratories.
